Screens (PubChem BioAssay)
bIAP activator – bovine intestinal alkaline phosphatase activators, primary screen, biochemical, bovine IAP, CDP-star luminescence | actives 0.17% (n = 200,000) | activation factor at 20 µM | purified bovine IAP, 30 min; active compounds read high; fold of DMSO-control signal, blank-subtracted | alkaline phosphatase, intestinal [Bos taurus];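 active means activation factor of 2 or more at 20 µM, a signal rise over negative controls twice the positive control's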
Diaphorase act – compounds boosting diaphorase resazurin reduction – biochemical, uHTS, resorufin fluorescence, counter-screen for diaphorase-coupled primary assays, primary screen; Diaphorase/resazurin coupled assay, 16 min; active compounds read high; 1 = vehicle wells, 0 = NADH-free wells; activation factor at 20 µM; actives 0.005% (n = 190,000);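 active means diaphorase activity raised at least twofold by the compound at 20 µM; inactive means activation factor below 2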
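Material: Purified diaphorase enzyme from Clostridium kluyveri | Buffer or medium: 50 mM HEPES pH 7.4 with 4.542 mM MgCl2, 0.005% Tween 20 | Times: 16 min enzyme reaction, ambient temperature | Signal: Red resorufin fluorescence at 544/590 nm excitation/emission | Measure: Increased resorufin signal from activators or reducing compounds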
TNAP inh hiacc – human TNAP enzyme inhibitors, primary screen, biochemical, luminescent, high phosphate acceptor level, uHTS; Alkaline phosphatase, tissue-nonspecific isozyme (Homo sapiens), P05186; purified TNAP, CDP-star luminescence, 1 M DEA; inhibition, % at 20 µM; actives 0.03% (n = 200,000); AID 1135, 2008;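 active means over 50% inhibition of tissue-nonspecific alkaline phosphatase at 20 µM in the single-dose screen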;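 further: plate controls were DMSO wells for no effect and EDTA-quenched wells as full inhibition for full effect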
Target sequence (P05186 whole entry, looked up): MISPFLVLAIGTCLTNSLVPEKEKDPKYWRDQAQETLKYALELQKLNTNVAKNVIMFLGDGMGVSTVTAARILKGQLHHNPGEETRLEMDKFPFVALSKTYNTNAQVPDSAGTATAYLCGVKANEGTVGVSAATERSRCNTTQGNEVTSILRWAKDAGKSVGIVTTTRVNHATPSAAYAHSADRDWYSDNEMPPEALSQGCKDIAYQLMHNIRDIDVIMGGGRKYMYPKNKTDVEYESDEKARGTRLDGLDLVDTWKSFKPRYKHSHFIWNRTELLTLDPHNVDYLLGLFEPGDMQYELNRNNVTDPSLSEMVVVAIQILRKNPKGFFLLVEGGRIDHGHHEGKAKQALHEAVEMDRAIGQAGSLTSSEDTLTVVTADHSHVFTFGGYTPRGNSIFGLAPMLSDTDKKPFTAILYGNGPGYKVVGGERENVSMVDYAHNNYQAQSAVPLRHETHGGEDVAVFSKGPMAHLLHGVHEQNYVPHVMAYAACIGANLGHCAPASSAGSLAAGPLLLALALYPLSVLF
Diaph inh CS – diaphorase inhibitors and chemical oxidizers, primary screen, counter-screen for diaphorase-coupled primary assays, biochemical, uHTS, resorufin fluorescence. actives 0.69% (n = 190,000). inhibition, % at 20 µM. diaphorase resazurin-to-resorufin fluorescence, NADH, 16 min; bacterial (C. kluyveri) enzyme, not human;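 active means primary screen inhibition at 20 µM above a set limit, cut at about 50% in these data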;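 further: plate controls were DMSO with full reaction for no effect and wells lacking NADH for full effect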
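controls = No-NADH positive control and DMSO neutral control | system = Clostridium kluyveri diaphorase enzyme | timing = reaction incubation of 16 min at room temperature | signal = resorufin fluorescence 544/590 nm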
PMI act satM6P – human PMI activators, high substrate, primary screen, biochemical, fluorescence intensity, near-saturating mannose 6-phosphate. coupled PMI enzyme assay, resazurin fluorescence, 20 min; active compounds read high; 1 = untreated enzyme, 0 = substrate-free blank. activation factor at 20 µM. actives 0.34% (n = 190,000). AID 1216, 2008;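 active means activation factor of 2 or more at 20 µM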
Target sequence (P34949 whole entry, looked up): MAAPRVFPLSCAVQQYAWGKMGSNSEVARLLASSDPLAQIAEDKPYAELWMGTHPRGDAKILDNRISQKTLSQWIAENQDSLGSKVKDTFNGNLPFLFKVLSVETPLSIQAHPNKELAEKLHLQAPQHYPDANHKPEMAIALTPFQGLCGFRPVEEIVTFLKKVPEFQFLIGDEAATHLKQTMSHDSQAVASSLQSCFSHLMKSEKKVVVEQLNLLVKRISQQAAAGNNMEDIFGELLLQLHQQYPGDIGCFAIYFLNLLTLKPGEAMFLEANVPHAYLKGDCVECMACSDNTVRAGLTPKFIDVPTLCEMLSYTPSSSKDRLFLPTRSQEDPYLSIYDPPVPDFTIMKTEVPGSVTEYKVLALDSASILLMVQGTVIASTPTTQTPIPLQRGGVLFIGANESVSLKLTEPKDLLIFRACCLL
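Test system – human PMI in coupled enzyme assay · Timing – 20 min incubation at room temperature · Detection – Diaphorase-driven resazurin-to-resorufin fluorescence, excitation 544, emission 590 nm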
TNAP inh noacc – human TNAP enzyme inhibitors, primary screen, biochemical, luminescent, no phosphate acceptor, uHTS | AID 1012, 2008 | purified TNAP, CDP-star luminescence, 30 min | actives 0.26% (n = 200,000) | inhibition, % at 20 µM | Alkaline phosphatase, tissue-nonspecific isozyme (Homo sapiens), P05186;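 active means tissue-nonspecific alkaline phosphatase inhibition above about 50% at 20 µM in the single-dose screen, limit read from the data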;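 further: 0% = DMSO negative control and 100% = EDTA positive control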
TNAP act hiacc – TNAP activators at high phosphate acceptor level, primary screen, biochemical, luminescence, uHTS. activation factor at 20 µM. Alkaline phosphatase, tissue-nonspecific isozyme (Homo sapiens), P05186. purified TNAP, CDP-star luminescence, 1 M DEA, 30 min; active compounds read high; 0 = EDTA background, 1 = DMSO-only activity. 200,000 tested, under 10 active;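 active means activation factor at least 2 at 20 µM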
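Control set: EDTA negative control, DMSO positive control / Assay system: human TNAP / Quantity: TNAP 1/800 final / Evaluation: TNAP activation factor scaled between EDTA and DMSO control wells / Measured by: luminescent substrate turnover signal / Compound dosing: one dose, 20 µM / Times: 30 min enzyme reaction at room temperature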
PMI act – activators of human PMI, primary screen, biochemical, fluorescence intensity, near-Km mannose 6-phosphate; Mannose-6-phosphate isomerase (Homo sapiens), P34949; purified human PMI, coupled resazurin fluorescence, 20 min; active compounds read high; 1 = vehicle control, 0 substrate-free wells; activation factor at 20 µM; actives 0.005% (n = 190,000); AID 1214, 2008;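 active means activation factor of 2 or more at 20 µM, relative to plate controls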
L major viab – Leishmania major promastigote growth inhibition, primary screen. Leishmania major promastigotes, resazurin fluorescence viability. inhibition, % at 10 µM. actives 9% (n = 200,000). AID 1063, 2008; in the data active means inhibition above about 50%;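 further: promastigotes grown with compound for 44 hours at 28 °C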
bIAP inhibitor – bovine intestinal alkaline phosphatase inhibitors, primary screen, selectivity assay for TNAP inhibitor project, biochemical, bovine IAP, CDP-star luminescence; alkaline phosphatase, intestinal [Bos taurus]; inhibition, % at 20 µM; 190,000 tested, under 10 active; purified bovine IAP, 30 min;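 active means over 50% inhibition of intestinal alkaline phosphatase at 20 µM in the single-dose screen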
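System: Purified bovine intestinal alkaline phosphatase (IAP) enzyme | Input: IAP diluted 1/65,000,000 in the well | Also added: CDP-star chemiluminescent phosphatase substrate, 30 µM final | Dosing: 20 µM single dose | Times: Enzyme reaction for 30 min at room temperature | Detection: Luminescence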
* hit, by the source's call; / = no result given. Rows are unselected; about 10% have a hit in one of these screens.

nr	Molecule	TNAP inh noacc	bIAP activator	TNAP inh hiacc	PMI act satM6P	bIAP inhibitor	TNAP act hiacc	Diaph inh CS	PMI act	Diaphorase act	L major viab
1	O=C(c1c(Cl)cccc1Cl)N1CCN(c2ccccn2)CC1	-10	1	-3	1	0	1	-6	1	1.1	0
2	CC(=O)c1ccc(S(=O)(=O)Nc2cccc(-c3ccc4nncn4n3)c2)cc1	-1	0.9	-4	0.9	6	1	12	0.9	0.9	-3
3	O=C(Nc1cnn(Cc2ccc(F)cc2)c1)c1cnccn1	-7	1	0	0.9	3	1	11	0.9	0.9	-4
4	CCCCNCCCOc1cc(Cl)ccc1Cl	-4	0.7	6	1	34	0.9	-6	1.1	1.1	98*
5	CCOc1cc(S(=O)(=O)NCc2cccs2)ccc1Cl	-6	0.9	1	0.9	12	1	12	0.9	0.9	7
6	CC(=O)c1ccc(Oc2ncnc3sccc23)cc1	-20	1	-4	1.2	-2	1	-11	1.1	1.1	1
7	COC(=O)C1(CCSC)NC(c2ccc(O)cc2)C2C(=O)N(c3ccc4c(c3)OCCO4)C(=O)C21 (stereo unspecified)	-3	0.9	0	0.9	13	1	16	0.9	0.8	-4
8	Cc1cc2ncn(CC(C)C)c2cc1C	-4	1	-3	/	3	1	/	/	/	18
9	CC(=O)Nc1ccc(NC(=O)C2c3ccccc3Oc3ccccc32)cc1	0	1.1	2	1.1	-10	1	-8	1.1	1.1	-9
10	COc1cccc(OCC(=O)NNC(=O)c2cccs2)c1	-4	1.1	-1	0.9	-10	1	13	1	0.9	-5
11	O=C(COC(=O)C1CC(O)CN1C(=O)Oc1ccccc1)c1ccc(Br)cc1 (stereo unspecified)	-10	1.3	-4	1	-33	1	15	1	0.8	-8
12	O=C(CN(Cc1cccs1)S(=O)(=O)c1ccc(S(=O)(=O)N2CCCCC2)cc1)Nc1ccccc1	-7	1.1	-4	0.8	-7	1	20	0.9	0.8	-5
13	CCCCOc1ccc(/C(O)=C2/C(=O)C(=O)N(CCN(C)C)C2c2ccc(O)c(OC)c2)cc1 (stereo unspecified)	-9	1	-5	0.9	3	1.1	12	1	0.9	-5
14	O=[N+]([O-])c1ccc(S(=O)(=O)CC(CN2CCOCC2)N2CCOCC2)cc1 (stereo unspecified)	-7	1.1	-3	1	-14	1	-10	1	1.1	6
15	COc1ccc(NC(=O)Cn2c(C)cc(=O)c3cccc(OC)c32)cc1	-11	0.9	-5	1	9	1	-4	1	1	/
16	CCC(CO)n1cnnc1-c1ccncc1 (stereo unspecified)	-12	0.9	-3	0.9	6	1	8	0.9	0.9	-5
17	Cc1ccc(Oc2ncc(CN3CCOCC3)s2)cc1	-2	0.9	-3	1.1	6	1	-5	1.1	1.1	77*
18	COC(=O)Cn1cc(C(=O)C(C)(C)C)c2ccccc21	-7	1	-3	1	0	1	-3	1	1	-10
19	Cc1cccc(N2CCN(S(=O)(=O)c3ccc(S(=O)(=O)N4CCCC4)cc3)CC2)c1C	-10	0.9	1	1	12	1	3	1	1	-5
20	COc1cccc(C(=O)N2CCN(c3ncccn3)CC2)c1	-12	1	-4	1.1	2	1	-8	1	1.1	-8
21	COc1ccc(C(=O)N2CCN(C(=O)Cc3ccccc3)CC2)cc1	12	1.1	2	1.1	-5	1	5	1.3	1	-8
22	C=CCN(CC(=O)NC1CCS(=O)(=O)C1)S(=O)(=O)c1ccccc1C(F)(F)F (stereo unspecified)	-5	0.9	-2	1	13	1	5	1	1	-6
23	CC(C)(C)OC(=O)N/N=C/c1cn(-c2ccccc2)nc1-c1cccnc1	-8	1.1	-4	1.1	-13	1	-3	1	1	22
24	CCN(CC)C(=O)c1sc(NC(=O)C(C)C)c(C#N)c1C	-14	1	-6	0.9	4	1.1	8	0.9	0.9	-1
25	COc1ccccc1OC(=O)c1ccc(SC)cc1OC	-14	1	-4	0.9	3	1	19	0.9	0.8	0
26	CCCN(CCC(=O)Nc1ccccc1F)CC1CC1	-8	1	-2	1.1	3	1	-6	1.1	1.1	3
27	Cc1n[nH]c(C)c1S(=O)(=O)N1CCCC(C(=O)Nc2ccc3c(c2)OCCO3)C1 (stereo unspecified)	25	1	-5	1	-4	1.1	8	1	0.9	0
28	Cc1ccc2nc(N3CCN(S(=O)(=O)c4ccc(C)c(Cl)c4)CC3)c(C#N)cc2c1	-7	0.9	-2	0.9	9	1	12	0.8	0.9	24
29	COc1cc(NC(=O)c2cccs2)c(C(=O)OCC(=O)c2cc(C)n(-c3ccccc3)c2C)cc1OC	-5	1	-4	0.9	-3	1	13	1	0.9	19
30	Cc1sc2ncn(C(C)C(=O)OC3CCCCC3)c(=O)c2c1C (stereo unspecified)	4	1	5	1.1	3	0.9	-10	1	1.1	0
31	COc1cc(C2NC(=S)NC(c3ccccc3)=C2C(C)=O)cc(Cl)c1OCC(=O)O (stereo unspecified)	-6	0.9	0	1.2	5	1	-3	1	1	-8
32	CCN(CC)c1ccc(NC(=O)c2cccc(C)c2)cc1S(=O)(=O)Nc1ccccc1OC	-25	0.8	-3	0.7	17	1	16	0.5	0.8	97*
33	O=c1[nH]c2ccccc2n2c(-c3ccccc3)nnc12	-8	0.9	-6	0.3	8	1.1	66*	0.2	0.3	10
34	C/C(=N/NC(=O)c1ccco1)c1cccc(NC(=O)c2ccc(C)s2)c1	-1	1	2	1	-2	1	5	1	0.9	7
35	COc1cccc(CNC(=O)CCS(=O)(=O)c2cccc3nsnc23)c1	-6	0.9	-2	1	5	1	13	0.9	0.9	5
36	FC(F)(F)c1cnc2c(-c3ccc(Cl)cc3Cl)noc2c1	-12	0.9	-2	1	6	1	17	0.9	0.8	-5
37	CC1CCC2(CC1)NC(=O)N(CC(=O)Nc1ccc3c(c1)OCCO3)C2=O (stereo unspecified)	-7	1	-1	1	-3	1	-4	1.1	1	-2
38	O=C(NC1CC1)C1=C[C@H](c2ccccc2)C[C@H](OCc2ccc(CO)cc2)O1	-4	1	-2	1	0	1	10	1	0.9	-10
39	CCN(CC)CCCNC(=S)Nc1ccc(Br)cc1	7	1	3	/	1	1	/	/	/	83*
40	CC1(c2ccccc2Cl)NC(=O)N(CC(=O)NC(=O)NCc2ccco2)C1=O (stereo unspecified)	-3	1.1	0	1	-11	1	10	1.1	0.9	-3
41	Cc1nc2sc(C(c3cccc(F)c3)N3CCOCC3)c(O)n2n1 (stereo unspecified)	0	0.9	-2	1	10	1	8	1	0.9	-8
42	Cc1c(C(Nc2ccccn2)c2ccccc2)c(=O)n(-c2ccccc2)n1C (stereo unspecified)	-8	0.9	2	0.9	9	1	10	1	0.9	-5
43	Cc1ccc(/C=C2/C(=O)N(c3ccccc3)C(=S)N2C)o1	4	0.9	6	0.5	9	0.9	33	0.8	0.7	26
44	Cn1c(CN2CCOCC2)nnc1SCC(=O)Nc1nccs1	-8	1	1	0.9	5	1	7	0.9	0.9	-5
45	OCCN(CCO)Cc1ccc(Br)cc1	-17	0.8	-5	1	15	1	11	1	0.9	-7
46	COC(=O)c1cc(C)sc1NC(=O)C1CC(=O)NN1Cc1ccccc1 (stereo unspecified)	-9	0.7	1	0.9	29	1	12	0.9	0.9	95*
47	CC1CCN(CC(=O)Nc2cccc([N+](=O)[O-])c2)CC1	-8	1.1	0	1.1	-6	1	5	1.1	0.9	1
48	NS(=O)(=O)c1ccc(NC(=O)C2Cc3ccccc3C(=O)O2)cc1 (stereo unspecified)	-5	1.1	2	1	-11	1	2	1	1	-8
49	O=C(CCc1c[nH]c2ccccc12)Nc1ccc(S(=O)(=O)Nc2ncccn2)cc1	-12	1	-4	0.8	1	1	21	0.9	0.8	6
50	O=C(Nc1ccccc1)ON=C1c2ccccc2-c2ccccc21	-6	0.8	0	0.9	20	1	14	0.8	0.9	-3
51	C/C(=N\Nc1ccc([N+](=O)[O-])cc1)c1cccc(N)c1	10	0.6	12	0.8	38	0.9	14	0.8	0.9	61*

Of the compounds above, these contain a thiophene ring, fused or not.
nr	Molecule	TNAP inh noacc	bIAP activator	TNAP inh hiacc	PMI act satM6P	bIAP inhibitor	TNAP act hiacc	Diaph inh CS	PMI act	Diaphorase act	L major viab
5	CCOc1cc(S(=O)(=O)NCc2cccs2)ccc1Cl	-6	0.9	1	0.9	12	1	12	0.9	0.9	7
6	CC(=O)c1ccc(Oc2ncnc3sccc23)cc1	-20	1	-4	1.2	-2	1	-11	1.1	1.1	1
10	COc1cccc(OCC(=O)NNC(=O)c2cccs2)c1	-4	1.1	-1	0.9	-10	1	13	1	0.9	-5
12	O=C(CN(Cc1cccs1)S(=O)(=O)c1ccc(S(=O)(=O)N2CCCCC2)cc1)Nc1ccccc1	-7	1.1	-4	0.8	-7	1	20	0.9	0.8	-5
24	CCN(CC)C(=O)c1sc(NC(=O)C(C)C)c(C#N)c1C	-14	1	-6	0.9	4	1.1	8	0.9	0.9	-1
29	COc1cc(NC(=O)c2cccs2)c(C(=O)OCC(=O)c2cc(C)n(-c3ccccc3)c2C)cc1OC	-5	1	-4	0.9	-3	1	13	1	0.9	19
30	Cc1sc2ncn(C(C)C(=O)OC3CCCCC3)c(=O)c2c1C (stereo unspecified)	4	1	5	1.1	3	0.9	-10	1	1.1	0
34	C/C(=N/NC(=O)c1ccco1)c1cccc(NC(=O)c2ccc(C)s2)c1	-1	1	2	1	-2	1	5	1	0.9	7
46	COC(=O)c1cc(C)sc1NC(=O)C1CC(=O)NN1Cc1ccccc1 (stereo unspecified)	-9	0.7	1	0.9	29	1	12	0.9	0.9	95*
